HCV NS3 hel inh: inhibitors of Hepatitis C virus NS3 helicase. NS3 helicase DNA unwinding, Cy5 molecular beacon fluorescence. inhibition, % at 10.9 µM. actives 0.56% (n = 290,000). AID 1800;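 active = inhibition above the mean of all tested compounds plus 3 SD, set per campaign, cut at about 35% in these data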;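 note: 0% = DMSO wells and 100% = thioflavine S control wells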
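Material: hepatitis C virus NS3 helicase domain fragment enzyme; measured by: Cy5 fluorescence, 0 and 60 min reads; control set: DMSO and thioflavine S; incubation: 60 min unwinding reaction at 25 °C after ATP addition; read-out basis: % inhibition from 60/0 min fluorescence ratio, DMSO 0%, thioflavine S 100%; repeats: singlicate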
IMP-1 inh: blocks Pseudomonas aeruginosa IMP-1 metallo-beta-lactamase | AID 1556 | actives 0.45% (n = 290,000) | purified IMP-1, nitrocefin hydrolysis, epi-absorbance fluorescence | inhibition, % at 5.6 µM;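 active = inhibition above the mean plus 3 SD of all compounds in the same screening run, cut at about 4.5% in these data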;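 note: 0% = IMP-1 with DMSO and 100% = DMSO wells lacking enzyme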
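System: purified recombinant IMP-1 beta-lactamase. Medium: Zinc- and detergent-supplemented HEPES buffer, pH 7.1. Compound: one 5.6 µM dose […]. Schedule: 15 min preincubation plus 25 min reaction at 25 °C. Technique: Epi-absorbance fluorescence, 480 nm excitation, 530 nm emission.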
V1aR counter: counter-screen for oxytocin receptor agonists: human V1a receptor agonists | P37288 | CHO-V1R cells, Fluo-8 calcium fluorescence, agonist mode; 0% DMSO, 100% 3 nM vasopressin | activation, % at 3 µM | actives 0.25% (n = 320,000) | AID 2797;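 active = activation above the mean activation of all tested compounds plus 3 SD, per screening run, cut at about 20% in these data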;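 note: signal is peak over basal fluorescence ratio across a 100 second FLIPR read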
VIM-2 inhibitor: blocks Pseudomonas aeruginosa VIM-2 metallo-beta-lactamase; purified VIM-2, nitrocefin hydrolysis, epi-absorbance fluorescence; inhibition, % at 5.6 µM; actives 0.89% (n = 290,000); AID 1527;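 active = inhibition above the mean of all tested compounds plus 3 SD, cutoff set per screening run, cut at about 7.5% in these data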;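 note: red hydrolysis product quenches plate fluorescence so inhibitors raise well fluorescence; 0% = enzyme with DMSO and 100% = DMSO without enzyme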
DNA FID counter: fluorescent intercalator displacement, NS3 helicase counter-screen; DNA fluorescent intercalator displacement, fluorescence; inhibition, % at 7.9 µM; actives 0.17% (n = 290,000); in the data active = inhibition above about 37%;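 note: 0% = vehicle and 100% = reference compound; higher means more ethidium bromide displaced from hairpin DNA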
OXTR ag: agonists of human oxytocin receptor. P30559. CHO-OTR cells, Fluo-8 calcium fluorescence; normalized: DMSO 0%, oxytocin 100%. activation, % at 3 µM. actives 0.32% (n = 320,000). AID 2435;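 active = activation above the mean of all tested compounds plus 3 SD, cutoff set per screening run, cut at about 20% in these data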;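 note: peak over basal fluorescence ratio from a 100 s FLIPR kinetic read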
Target sequence (P30559 whole entry, looked up): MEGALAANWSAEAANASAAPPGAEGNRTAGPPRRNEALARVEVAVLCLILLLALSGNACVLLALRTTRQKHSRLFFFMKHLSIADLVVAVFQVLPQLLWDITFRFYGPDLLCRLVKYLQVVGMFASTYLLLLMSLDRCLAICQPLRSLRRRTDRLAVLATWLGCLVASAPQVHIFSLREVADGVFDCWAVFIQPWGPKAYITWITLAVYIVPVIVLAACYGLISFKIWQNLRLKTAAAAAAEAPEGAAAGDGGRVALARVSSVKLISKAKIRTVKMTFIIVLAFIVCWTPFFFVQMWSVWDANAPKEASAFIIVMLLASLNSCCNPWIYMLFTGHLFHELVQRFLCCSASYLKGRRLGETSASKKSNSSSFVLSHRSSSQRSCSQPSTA
GalR3 antagonist: blocks the human galanin receptor 3. inhibition, % at 3 µM. actives 0.44% (n = 360,000). HEK293 GalR3-CNG cAMP membrane potential fluorescence; galR3 body fused to GalR1 C-terminus. O60755;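 active = inhibition above the screen-wide average plus 3 SD, cut at about 13% in these data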;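 note: forskolin and galanin both at EC90 stimulate the cells; cAMP rise reported by CNG channel membrane potential dye signal; 0% = forskolin plus galanin with DMSO and 100% = forskolin alone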
Target sequence (O60755 1-299 limits assumed): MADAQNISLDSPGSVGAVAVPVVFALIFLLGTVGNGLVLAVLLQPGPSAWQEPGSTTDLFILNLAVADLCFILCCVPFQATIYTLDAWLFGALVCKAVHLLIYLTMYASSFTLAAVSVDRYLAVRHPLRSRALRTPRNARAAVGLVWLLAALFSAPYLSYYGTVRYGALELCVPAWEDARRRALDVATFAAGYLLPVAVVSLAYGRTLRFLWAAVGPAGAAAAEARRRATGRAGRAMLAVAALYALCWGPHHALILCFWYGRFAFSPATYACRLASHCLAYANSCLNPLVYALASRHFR
GPR7 antag: antagonists of human GPR7 (neuropeptides B/W receptor 1) | inhibition, % at 4.4 µM | actives 1.1% (n = 290,000) | GPR7-expressing cells, fluorescence antagonist assay | P48145; in the data active = inhibition above about 16%, passing the limit was not always enough;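 note: cells stimulated with the agonist NPW; 0% = agonist with vehicle and 100% = vehicle without agonist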
Target sequence (P48145 whole entry, looked up): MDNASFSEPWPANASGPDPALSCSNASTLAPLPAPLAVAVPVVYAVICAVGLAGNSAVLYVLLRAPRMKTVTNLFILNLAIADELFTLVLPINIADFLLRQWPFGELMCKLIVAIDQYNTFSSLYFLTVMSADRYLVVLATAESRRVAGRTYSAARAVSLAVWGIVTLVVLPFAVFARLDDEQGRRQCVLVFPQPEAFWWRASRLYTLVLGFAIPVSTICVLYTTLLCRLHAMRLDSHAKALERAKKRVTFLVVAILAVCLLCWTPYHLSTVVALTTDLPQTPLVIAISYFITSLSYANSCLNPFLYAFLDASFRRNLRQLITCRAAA
PHOSPHO1 block: blocks human PHOSPHO1 phosphatase activity. recombinant PHOSPHO1, absorbance phosphatase assay. actives 1.1% (n = 290,000). AID 1565. inhibition, % at 13.3 µM. Q8TCT1; in the data active = inhibition above about 60%
* marks the source's active call; other numbers are inactive results; nt = not tested or not shown.

SMILES	HCV NS3 hel inh	IMP-1 inh	V1aR counter	VIM-2 inhibitor	DNA FID counter	OXTR ag	GalR3 antagonist	GPR7 antag	PHOSPHO1 block
Cc1c(Cl)cccc1-n1c(SCC(=O)NCc2ccccc2Cl)nnc1-c1ccncc1	-12.3	-3.5	0.1	-0.4	-36.2	0.7	-1.8	11.8	-13.1
CC(=O)C1C(c2ccccc2Cl)NC(=O)NC1(O)C(F)(F)F (stereo unspecified)	3.7	-2.8	0.1	-1.5	-0.9	0.7	2.2	-13.7	26.1
Cc1ccc(C(=O)N/C(=C/c2ccccc2)C(=O)NC(Cc2ccccc2)C(=O)O)cc1 (stereo unspecified)	-7.4	-3.8	0.4	-2.6	-53.2	-0.5	-2.8	-0.2	-9.3
C=CCn1c(SCC(=O)N2CCOCC2)nc2sc3c(c2c1=O)CCCC3	-9.2	-0.4	0.4	4.5	-24.6	-1.2	2.0	-1.0	5.5
N#Cc1c(SCC(N)=O)nsc1SCc1ccccc1Cl	1.8	-3.9	6.4	-0.9	-9.4	4.8	-2.7	-1.9	25.7
O=C(N1CCOCC1)C(F)(F)C(=O)N1CCOCC1	-7.7	-3.3	0.2	-3.6	4.3	0.2	-0.8	-10.8	4.6
Cc1cc(N2CCC(C(N)=O)CC2)nc(-c2ccccc2)n1	3.1	-4.2	-0.3	0.9	3.6	0.7	6.0	0.9	4.8
Cc1ccc(NC(=O)c2cc(S(=O)(=O)N3CCc4ccccc43)cn2C)cc1C	-9.5	-3.5	-1.3	-0.6	-24.4	0.3	nt	-10.9	12.3
COc1ccccc1NC(=O)CN(c1ccc(C)cc1)S(=O)(=O)c1c(C)n[nH]c1C	-7.8	-1.6	1.5	-0.3	-21.2	-2.7	0.7	4.5	25.5
CCCCOc1ccc(C(=O)N/C(=C\c2ccc([N+](=O)[O-])cc2)C(=O)OCc2ccco2)cc1	14.6	-0.3	0.1	-0.8	-11.4	-0.5	-2.8	5.1	-1.8
Cc1ccc2oc(C(=O)N3CCCCCC3)c(C)c2c1	-8.9	-4.2	-1.0	-1.1	-28.8	-2.1	-5.5	-6.4	12.5
N#CCCNC(=O)CCN1CCCCC1	-0.4	-0.8	0.5	-1.2	-4.9	1.9	1.2	1.1	-20.6
CSc1ccc(NC(=O)N2CCN(c3nc4ccccc4s3)CC2)cc1	3.1	-1.6	6.1	-1.1	0.2	6.8	-5.7	5.4	-80.0
O=C(NCC(O)CN1CCOCC1)c1ccc([N+](=O)[O-])cc1 (stereo unspecified)	5.4	-1.0	1.3	-3.0	-4.2	0.3	-3.0	-13.9	27.4
COc1cccc(N2CC(O)Cn3c2nc2c3c(=O)n(CCCc3ccccc3)c(=O)n2C)c1 (stereo unspecified)	-2.4	-1.6	1.4	-0.4	-20.3	-0.9	-6.2	-16.4	-11.0
CCOC(=O)Cc1ccc(NCc2ccc(Cl)cc2)cc1	-0.1	-2.1	-1.7	-3.7	1.0	-1.3	2.9	0.9	-12.7
CCOC(=O)CN1CC23C=CC(O2)C(C(=O)Nc2ccc4c(c2)OCO4)C3C1=O (stereo unspecified)	2.3	-3.0	-0.2	-1.8	0.9	-0.7	nt	-6.0	2.1
Clc1ccccc1COc1ccccc1-c1nnco1	1.1	-3.8	-1.1	-1.3	-9.6	-1.7	-3.9	-9.2	-1.6
O=C(CN1CCN(c2ccccc2O)CC1)NNC(=O)c1ccc(Cl)cc1	-2.1	-1.3	1.5	-1.9	-9.2	-0.2	-2.7	-9.1	-2.0
CC(C)Nc1nc(NC(C)C)nc(N(C)C#N)n1	-2.9	-2.4	-0.8	-2.3	-7.6	-1.0	-5.2	-2.7	1.0
Cc1ccc2oc(=O)n(CC(=O)OC(C)C)c2c1	-2.1	0.9	0.2	-1.6	-0.9	-1.6	-5.8	-13.5	10.2
Cc1ccc(C(=O)COC(=O)c2ccccc2NC(=O)c2ccccc2)cc1[N+](=O)[O-]	-5.9	-2.3	1.2	-5.4	-2.4	-1.1	-4.1	-7.5	-1.8
Cc1cc(C)c(C#N)c(SCC(=O)C2CC2)n1	6.1	-2.1	-0.6	0.1	-0.7	-1.8	-1.4	-13.6	15.7
O=c1c2cccnc2nc2n1CCCCC2	-7.9	-0.1	0.4	1.4	-2.9	1.7	-0.3	-1.0	-0.2
COc1ccccc1NC(=O)CSc1nnc(CNC(=O)c2ccccc2F)o1	2.2	-0.2	0.8	-1.5	-15.5	0.0	-10.8	-11.9	48.8
Cn1c(NC(=O)/C=C\c2ccccc2)cc(=O)n(C)c1=O	-2.5	-2.1	0.1	-3.2	2.8	1.1	-3.6	-8.0	4.7
Cc1noc(C)c1S(=O)(=O)Nc1ccc(C(=O)NC2CCCCC2)cc1	15.8	-3.2	2.1	-3.4	-18.9	0.1	0.8	-7.0	-18.1
COC(=O)c1ccc(CN2CCCC(C(=O)c3ccccc3OC)C2)cc1 (stereo unspecified)	-3.0	-3.1	-0.3	-2.9	-0.3	-1.7	-3.8	-16.5	20.1
Cc1ccc(-c2[nH]n3c(=O)c4c(nc3c2C)CCCC4)cc1	-0.4	3.0	-0.7	-1.6	-2.1	-2.0	-1.7	1.3	56.2
CCOCc1nnc(NC(=O)c2ccc(OC)cc2)s1	2.0	-3.1	1.0	-0.3	-10.4	-1.0	-5.3	-11.4	11.1
O=C(CBr)c1ccc([N+](=O)[O-])c(CS(=O)(=O)c2ccc(Cl)cc2)c1	13.4	0.7	6.6	-3.3	10.9	4.0	-10.5	16.6	2.0
Cc1nc(-c2ccccc2)sc1C1(C)CC(c2ccc(OC(F)(F)F)cc2)=NO1 (stereo unspecified)	nt	nt	0.1	nt	nt	0.2	-0.2	nt	22.1
C/C(=N\Nc1ccc(S(=O)(=O)Nc2ccc(Cl)cc2)cc1[N+](=O)[O-])c1ccc(N2CCOCC2)cc1	4.6	-2.6	-0.1	0.5	4.0	2.1	1.2	5.8	-4.0
Cc1cc(C(=O)Nc2ccccc2C)c2ccccc2n1	10.9	-2.0	0.2	2.1	-8.9	-0.4	-8.7	15.3	24.7
O=C1CCN(CCc2ccccc2)CCN1[C@H](CSc1ccccc1)c1ccccc1	-35.1	-3.4	-0.2	0.1	-15.7	-0.9	-4.5	-3.9	-7.3
Nc1nnn(CC(=O)N/N=C/c2cccc(Cl)c2)n1	8.3	-3.0	1.1	-3.0	-6.1	0.8	-2.7	-0.4	41.2
COc1cc(CN2CCC(C(=O)NCCC(C)C)CC2)ccc1OCc1ccccc1	-28.3	-0.3	1.2	-0.9	23.1	1.2	-3.5	-11.7	19.2
O=[N+]([O-])c1cccnc1NCCNc1ncc(C(F)(F)F)cc1Cl	-2.9	-2.8	-0.2	-10.0	1.2	-2.6	0.8	-9.1	-23.1
COc1ccc(NC(=O)c2ccco2)cc1NC(=O)COc1ccccc1[N+](=O)[O-]	2.4	-1.6	-0.9	-2.8	-4.7	1.4	-6.1	-14.8	3.1
COCC1CCCN(C(=O)c2cc(COc3cncc(Cl)c3)on2)C1 (stereo unspecified)	9.7	-1.0	4.6	1.3	-20.9	2.4	-2.4	-9.4	8.9
O=C(CN1CCN(c2ccc([N+](=O)[O-])cc2)CC1)c1ccccc1	-14.4	-0.9	0.3	1.0	5.0	-0.3	-8.8	4.8	18.4
O=C(c1ccco1)N1c2ccccc2Sc2ccccc21	-22.8	0.3	1.4	1.1	-14.3	-1.1	-6.3	-2.8	6.3
Cc1ccsc1/C=N/n1c(C2CCCCC2)n[nH]c1=S	-3.1	-2.4	-1.5	-1.6	-14.1	-1.9	-6.6	-4.5	10.4
COc1ccc(S(=O)(=O)N(C)CC(=O)Nc2ccccc2SC)cc1	-17.0	0.4	0.7	0.4	-8.1	-0.7	-2.6	8.0	5.5
NC(=O)C1CCN(C(=O)COc2ccc(Nc3ccccc3)cc2)CC1	10.7	-3.2	0.1	-2.4	-5.0	-0.7	-4.6	-1.9	39.0
Cc1ccc(C(=O)COC(=O)CN2C(=O)C3C4C=CC(C4)C3C2=O)cc1[N+](=O)[O-] (stereo unspecified)	1.1	0.9	4.8	-5.8	-13.3	5.0	nt	3.1	6.3
O=c1cnnc(N/N=C/c2ccccn2)[nH]1	-3.0	-3.8	0.3	-3.1	-8.1	-0.1	-1.7	-9.4	-6.2
c1ccc2c(c1)Sc1ccccc1-n1cnnc1-2	12.5	-2.1	0.6	-1.6	-8.7	0.1	-0.4	-13.3	10.4
CCN1C(=O)/C(=C2\SC(=S)N(CC3CCCO3)C2=O)c2ccccc21 (stereo unspecified)	-2.7	0.3	nt	-1.1	0.9	nt	nt	-5.8	11.6
O=C(CSc1nnc(-c2ccccc2)o1)c1ccc2c(c1)OCCO2	0.7	-1.9	1.4	-2.5	-0.5	1.4	-1.3	-3.0	21.2
CN(C(=O)CSc1nnc(-c2ccco2)o1)C1CCCCC1	4.3	0.3	4.8	-1.5	-2.3	-0.4	2.4	3.0	1.0
CC(C(=O)O/N=C(\N)c1ccccn1)c1ccc([N+](=O)[O-])cc1 (stereo unspecified)	4.1	-5.2	0.4	-3.0	-7.6	0.3	-1.6	-3.8	46.5
Cc1cc(C)c(N(CC(=O)NCc2ccccc2)C(=O)c2csnn2)c(C)c1	2.8	-2.3	3.8	-2.3	-39.5	2.1	-9.7	-2.3	36.0
CC(=O)c1ccc(OCc2ccc(Oc3c(Cl)cccc3[N+](=O)[O-])cc2)cc1	-10.6	-3.8	0.4	0.6	-0.6	0.6	-4.0	-6.3	-24.5
CC(C)CN1C=C2C(=O)C(C)(OC(=O)C3CCCC3)C(=O)C=C2C=C1c1ccsc1 (stereo unspecified)	nt	nt	-0.7	nt	nt	-1.7	2.3	nt	35.3
Cc1ccc(CS(=O)(=O)Cc2ccc(C(=O)NC3CCCC3)o2)cc1	0.1	0.0	1.3	-1.8	-27.5	1.0	-4.5	-4.6	38.5
CC(C)NC(=O)c1ccc(COc2ccc(C(C)(C)C)cc2)o1	9.4	0.3	4.2	0.9	-36.2	5.2	-12.0	11.6	10.9
COC(=O)c1ccc2c(=O)n(CCCCCC(=O)O)c(=S)[nH]c2c1	4.0	-2.1	0.2	-1.9	-11.1	-0.6	-11.1	-10.9	-12.2
Cc1ccc(C(C)C)c(OCCCN2CCc3ccccc3C2)c1	-52.8	-2.2	-0.4	-1.0	19.7	-2.2	-13.7	-14.6	nt
CS(=O)(=O)NCCCc1ccccc1	4.7	0.0	0.1	0.9	-0.8	1.4	-3.9	3.7	0.5

Source: PubChem BioAssay (several laboratories)

Rows are unselected. Share with any hit: about 4.3%.
